697 NFkB inh: inhibitors of PMA/ionomycin-induced NF-kB reporter, 697 cells, primary screen, B-cell NF-kB inhibitor project, cell-based, luminescence, uHTS; 697 B-cell NF-kB luciferase reporter, 16 h; inhibition, % at 4 µM; 330,000 tested, 0.33% active; AID 435022, 2010; in the data active = inhibition above about 35%
XBP1 UPR activ: activators of adaptive XBP1 UPR arm, primary screen, cell-based, CHO-XBP1 luciferase reporter, luminescence, uHTS; IRE1-XBP1 UPR activation; percent of tunicamycin response, DMSO as zero; 330,000 tested, 0.33% active; activation, % at 20 µM;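 active = versus positive control, 20 µM dose yields 30% or more activation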;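 note: 100% = tunicamycin at 10 µg/mL and 0% = DMSO only wells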
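Signal: luciferase luminescence; Assay system: CHO-XBP1 luciferase reporter cells; Amount: one thousand reporter cells per well; Dosing: 20 µM single concentration, DMSO 1%; Benchmarks: high control tunicamycin 10 µg/mL final, low control DMSO vehicle only; Schedule: 6 h compound exposure at 37 °C, 5% CO2; Evaluation: percent activation relative to tunicamycin reference.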
TIM10 inh: growth inhibitors of isogenic TIM10 control yeast, primary screen, counter-screen for tim10-1 yeast inhibitor project, luminescence, uHTS. S. cerevisiae TIM10 strain growth, BacTiter-Glo luminescence, 24 h. inhibition, % at 10 µM. 330,000 tested, 1.4% active. AID 463195, 2010;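 active = inhibition of 40% or more at the single tested concentration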;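 note: wild-type TIM10 isogenic control strain grown at permissive 25 °C; 0% = DMSO yeast wells and 100% = minimal medium wells without yeast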
UPR CHOP act: activators of apoptotic CHOP UPR arm, primary screen, cell-based, CHO-CHOP luciferase reporter, luminescence, uHTS | UPR activation; percent of tunicamycin response over DMSO baseline | AID 449763, 2010 | activation, % at 10 µM | 330,000 tested, 0.34% active;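 active = at 10 µM dose, activation of 40% or more, normalized to positive control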;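 note: 100% = tunicamycin at 10 µg/mL and 0% = DMSO alone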
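System: CHO CHOP reporter cells. Amount: 500 cells per well. Buffer or medium: F12 medium, 10% FBS. Compound dosing: one dose, 10 µM in 0.5% DMSO. Incubation: 6 h compound exposure at 37 °C after overnight seeding. Technique: Steady-Glo luciferase luminescence. Benchmarks: tunicamycin and DMSO controls.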
Mdm2 MdmX PPI: inhibitors of human Mdm2-MdmX association, primary screen, cell-based, luminescence, split luciferase, SaOS-2, uHTS; inhibition, % at 8 µM; Protein Mdm4 (Homo sapiens) + E3 ubiquitin-protein ligase Mdm2 (Homo sapiens), …; 330,000 tested, 3% active; SaOS-2 split-luciferase Mdm2/MdmX complementation;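 active = inhibition of at least 50% at 8 µM in the primary screen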
Target sequence (O15151 whole entry, looked up): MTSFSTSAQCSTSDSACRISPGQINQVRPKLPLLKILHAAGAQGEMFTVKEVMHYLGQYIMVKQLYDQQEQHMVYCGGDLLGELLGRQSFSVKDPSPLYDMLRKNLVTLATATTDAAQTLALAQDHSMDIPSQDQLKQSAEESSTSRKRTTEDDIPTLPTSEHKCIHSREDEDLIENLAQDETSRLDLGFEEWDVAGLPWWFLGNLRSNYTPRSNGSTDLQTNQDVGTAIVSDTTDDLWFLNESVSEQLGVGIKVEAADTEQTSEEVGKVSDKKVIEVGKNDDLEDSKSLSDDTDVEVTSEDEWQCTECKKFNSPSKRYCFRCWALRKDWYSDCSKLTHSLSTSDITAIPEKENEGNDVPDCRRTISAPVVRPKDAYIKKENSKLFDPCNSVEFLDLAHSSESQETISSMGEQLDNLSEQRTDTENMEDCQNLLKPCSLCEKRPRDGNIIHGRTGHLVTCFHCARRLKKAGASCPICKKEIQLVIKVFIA
Target sequence (Q00987 whole entry, looked up): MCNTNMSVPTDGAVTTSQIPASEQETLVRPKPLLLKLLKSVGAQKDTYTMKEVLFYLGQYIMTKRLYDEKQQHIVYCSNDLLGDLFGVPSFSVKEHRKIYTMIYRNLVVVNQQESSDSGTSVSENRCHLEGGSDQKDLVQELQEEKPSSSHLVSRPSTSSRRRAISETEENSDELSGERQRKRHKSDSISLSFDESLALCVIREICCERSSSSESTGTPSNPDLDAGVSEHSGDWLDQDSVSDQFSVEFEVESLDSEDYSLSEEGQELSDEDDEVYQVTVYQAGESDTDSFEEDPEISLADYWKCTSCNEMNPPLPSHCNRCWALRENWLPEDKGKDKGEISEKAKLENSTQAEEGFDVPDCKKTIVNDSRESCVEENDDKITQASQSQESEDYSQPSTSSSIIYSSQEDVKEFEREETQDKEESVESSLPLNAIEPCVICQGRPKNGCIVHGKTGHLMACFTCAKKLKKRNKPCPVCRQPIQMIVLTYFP
tim23-1 inh: growth inhibitors of tim23-1 mutant yeast, primary screen, luminescence, uHTS | inhibition, % at 20 µM | 330,000 tested, 1.3% active | AID 463212, 2010 | S. cerevisiae tim23-1 growth, BacTiter-Glo luminescence, 24 h;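 active = growth inhibition of the mutant yeast at or above 50%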;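 note: temperature-sensitive mutant grown at 25 °C; plate controls were DMSO-treated mutant yeast for no effect and medium wells lacking yeast for full effect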
tim10-1 inh: growth inhibitors of tim10-1 mutant yeast, primary screen, luminescence, uHTS. S. cerevisiae tim10-1 ts strain growth, BacTiter-Glo, 24 h. inhibition, % at 20 µM. 330,000 tested, 2.2% active. AID 463190, 2010;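 active = inhibition of at least 40%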;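 note: mutant grown at 25 °C; 0% = DMSO wells with yeast and 100% = wells holding no yeast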
Jurkat NFkB inh: inhibitors of induced NF-kB luciferase reporter, primary screen, TCR NF-kB activation inhibitor project, cell-based, luminescence, uHTS | Jurkat, PMA/ionomycin-induced NF-kB luciferase reporter | inhibition, % at 4 µM | 330,000 tested, 0.53% active | AID 435003, 2010; in the data active = inhibition above about 50%
Starred values were filed as active, the others as inactive.

SMILES	697 NFkB inh	Jurkat NFkB inh	TIM10 inh	XBP1 UPR activ	tim23-1 inh	Mdm2 MdmX PPI	UPR CHOP act	tim10-1 inh
COc1ccccc1N1CC(C(=O)NCC2COc3ccccc3O2)CC1=O (stereo unspecified)	1.8	4.4	2.7	0.5	-9.3	14.1	0.1	-11.5
Cc1nc2cc(-n3ccc(=O)cc3)ccc2n1-c1ccccc1	24.6	-1.2	-6.6	-1.7	11.7	3.4	-3.0	20.4
COc1ccc(NC(=O)C2CCCCN2N)cc1OC (stereo unspecified)	15.9	-12.4	-1.9	-1.3	6.4	-31.0	-0.8	11.6
CC(C)CN(CCCNC(=O)CN1C(=O)COc2ccc(S(=O)(=O)N3CCCC3)cc21)CC(C)C	-12.7	-14.2	-5.5	-2.4	0.3	2.4	-0.3	-6.2
CCCCNC(=O)c1cccc2c(=O)c(C)c(-c3ccccc3)oc12	-14.3	-8.4	0.2	-6.0	14.1	38.6	-1.4	11.1
O=C(NCCC1=CCCCC1)c1cnccn1	-71.6	-40.3	-7.2	0.4	4.8	-35.0	4.4	30.3
CCOc1cc(C)c(Cl)cc1S(=O)(=O)N1CCCC1	20.2	3.4	13.9	1.9	36.4	15.0	0.2	25.6
O=C(C[n+]1cc(Br)cc2ccccc21)c1ccccc1	-11.1	-16.1	23.1	-2.2	23.1	21.5	-1.9	-4.4
O=c1n(-c2cccc(Cl)c2)c(=O)n2n1CCC2	-15.1	-9.6	9.3	-0.3	9.9	17.2	-1.6	9.7
Cc1ccc(NC(=O)N(Cc2cccs2)Cc2cc3cc4c(cc3[nH]c2=O)OCO4)cc1	-26.9	-15.0	-2.5	-1.8	-11.3	24.6	1.4	-2.8
CC(C)C(NC(=O)c1ccc(F)cc1)C(=O)N1CCC1 (stereo unspecified)	11.3	6.9	0.7	-2.8	-6.4	19.6	0.4	-18.6
CCOC(=O)CN(c1ccccc1C)S(=O)(=O)c1ccc(Cl)cc1	-5.9	2.0	2.3	-5.0	14.8	-1.1	-0.3	22.6
CCCc1nc2ccccc2c(C(=O)OC(C)C(=O)NCc2ccc3c(c2)OCO3)c1CC (stereo unspecified)	-6.1	-4.4	3.8	-1.4	20.6	12.2	2.0	32.9
COc1ccc(NC(=O)c2noc3c2CCC3)cc1	-133.6	-96.5	0.1	-2.3	5.9	-46.9	-1.1	13.1
NC(N)=NC(=O)c1nc(Cl)c(N2CCCCCC2)nc1N	-69.1	-32.4	-7.0	7.2	-5.0	4.3	7.9	-8.4
COc1cccc(-c2cc(=O)[nH][nH]2)c1	-0.8	-2.6	9.3	0.5	-8.5	-35.4	1.6	-6.1
Cc1ccc(C(=O)Nc2ccc(N3CCOCC3)cc2)cc1S(=O)(=O)N1CCCCC1	-7.2	6.4	3.9	-1.5	15.5	4.1	0.4	17.5
Cc1ccccc1NC(=O)CSc1nc(=O)n(CCN2CCOCC2)c2c1CCCC2	10.7	5.6	-4.2	-2.1	3.2	-3.9	-0.7	-19.2
O=C(CN(Cc1cccs1)S(=O)(=O)c1ccc(S(=O)(=O)NC2CCCCC2)cc1)Nc1ccccc1	-15.2	6.9	9.5	-1.0	18.8	2.6	2.6	9.9
C/C(=N/NC(=O)CN1CCN(Cc2ccccc2Cl)CC1)c1ccncc1	8.5	2.2	-1.6	-2.9	9.9	-2.8	0.2	15.0

Additional compounds
SMILES	697 NFkB inh	Jurkat NFkB inh	TIM10 inh	XBP1 UPR activ	tim23-1 inh	Mdm2 MdmX PPI	UPR CHOP act	tim10-1 inh
Cc1cc(N2CCOCC2)ccc1/C=C1\NC(=O)N(Cc2ccccc2)C1=O	-16.2	-2.2	18.3	2.0	-2.4	-0.9	0.3	31.6
COc1ccc(C(CNC(=O)c2ccc(S(=O)(=O)N3CCCC3)cc2)N(C)C)cc1OC (stereo unspecified)	12.6	0.0	-9.1	-2.7	7.8	-11.7	0.0	13.1
O=C(c1cc2ccccc2oc1=O)N1CCN(CCc2ccccc2)CC1	24.6	8.7	14.0	-1.1	19.9	20.5	0.9	21.6
O=C(Nc1ccc(F)cc1)c1ccccc1NC(=O)C1CC=CCC1C(=O)O (stereo unspecified)	-3.8	-12.4	-1.1	-4.4	3.2	-15.8	2.5	5.8
COc1ccc(/C=N/Nc2cc(N3CCOCC3)ncn2)c(OC)c1	4.0	0.0	-2.7	5.3	-3.6	27.7	-0.5	-4.4
Cc1cc(C)cc(C(=O)OCC(=O)NCc2cccs2)c1	-15.7	-3.3	15.0	1.4	15.0	23.0	0.2	26.1
CN(Cc1ccccc1)S(=O)(=O)c1ccc(Cl)c(C(=O)NCc2ccc3c(c2)OCO3)c1	-17.7	11.8	-29.4	-4.6	-33.6	1.3	0.4	3.9
COc1cccc(-c2cc(C(F)(F)F)n3ncc(C(=O)NCC4CCCO4)c3n2)c1 (stereo unspecified)	-4.7	7.3	-9.6	-0.2	-17.2	-6.7	-4.7	14.7
O=C(Cc1ccccc1)NCc1nc2ccccc2[nH]1	-4.0	-10.0	0.7	-0.6	-2.0	17.5	-1.5	-13.4
CCCC(=O)N(c1ccc2oc(=O)sc2c1)S(=O)(=O)c1ccccc1	-21.2	-3.9	21.6	1.1	32.9	-5.8	0.8	29.8
O=C(NCCCn1ccnc1)C1c2ccccc2Oc2ccccc21	9.1	-3.0	1.2	1.8	-17.9	-7.5	-2.0	4.3
On1onc2c3cc(-c4ccccc4)nc3ccc21	-139.6	-9.2	61.1*	5.0	23.7	68.7*	11.4	36.0
O=[N+]([O-])c1ccc(N2CCSCC2)cc1	6.1	-0.4	15.8	2.8	4.5	-1.0	1.4	1.8
N#Cc1c(N)n(CCNC(=O)c2ccccc2)c2nc3ccccc3nc12	22.1	8.2	13.7	0.9	-10.6	4.9	-0.9	8.3
c1ccc(Cc2nnc3sc(-c4ccncc4)nn23)cc1	13.3	8.2	1.9	-2.8	-0.8	10.5	0.0	16.1
O=C(O)c1cc(NC(=O)c2ccc(Cl)c([N+](=O)[O-])c2)cc(C(=O)O)c1	6.4	3.6	6.8	-3.4	-0.3	-8.4	0.7	-8.8
CCOc1ccc(NC(=S)NNC(=O)c2ccc(Br)cc2)cc1	-4.7	3.3	14.7	1.1	9.8	13.7	0.6	34.2
O=C(NCc1cccnc1)c1ccc(COc2ccc3c(c2)CCC3)o1	-110.4	38.9	-7.5	-2.5	-8.6	-1.2	0.4	17.3
COc1cccc(N2CCN(C(=S)Nc3ccccc3OC)CC2)c1	0.2	-0.1	0.9	-3.3	9.5	22.7	1.3	-18.4
CCN(CC(=O)Nc1ccccc1OC)C(=O)CC1CC2CCC1C2 (stereo unspecified)	-14.2	-2.9	11.1	2.5	34.1	-12.8	0.0	16.5

Complete entries, quoted from the list:
Shown for On1onc2c3cc(-c4ccccc4)nc3ccc21 = 697 NFkB inh: -139.6; Jurkat NFkB inh: -9.2; TIM10 inh: 61.1*; XBP1 UPR activ: 5.0; tim23-1 inh: 23.7; Mdm2 MdmX PPI: 68.7*; UPR CHOP act: 11.4; tim10-1 inh: 36.0
Shown for O=C(Nc1ccc(F)cc1)c1ccccc1NC(=O)C1CC=CCC1C(=O)O (stereo unspecified) = 697 NFkB inh: -3.8; Jurkat NFkB inh: -12.4; TIM10 inh: -1.1; XBP1 UPR activ: -4.4; tim23-1 inh: 3.2; Mdm2 MdmX PPI: -15.8; UPR CHOP act: 2.5; tim10-1 inh: 5.8

Other results
SMILES	697 NFkB inh	Jurkat NFkB inh	TIM10 inh	XBP1 UPR activ	tim23-1 inh	Mdm2 MdmX PPI	UPR CHOP act	tim10-1 inh
COc1ccc(CNC(=S)NC(C)CCc2ccccc2)cc1 (stereo unspecified)	-10.0	7.3	52.7*	-3.0	9.6	27.1	3.3	32.0
CCC(C)NC(=O)c1ccccc1NC(=O)c1ccc(CSc2ccccc2)cc1 (stereo unspecified)	9.8	0.1	24.3	-0.1	19.8	36.8	1.4	12.8
CC1(C(=O)OCC(=O)NC(=O)NCc2ccccc2)CC1(Cl)Cl (stereo unspecified)	2.8	1.6	8.8	3.5	8.3	16.9	-0.7	-5.9
COc1ccc(NC(=O)CSc2nnnn2C2CC2)cc1S(=O)(=O)N1CCOCC1	-0.4	-2.8	8.2	2.7	10.8	-50.7	0.0	3.5
CC(C)CC(=O)Nc1ccc(-c2nc3ccccc3c(=O)o2)cc1	7.8	-2.8	3.8	0.9	-11.2	-23.9	5.5	-6.0
CC(NC(=O)C1CC12CCC2)c1ccccc1 (stereo unspecified)	-10.2	-6.8	-5.9	-1.6	-8.3	19.2	-1.8	3.5
O=C(Nc1cccnc1)c1cc(-c2ccc(Br)cc2)nc2ccccc12	-10.4	-0.8	33.2	-3.9	42.8	3.4	-1.6	36.6
O=C(O)Cc1ccc(NC(=O)c2cccc(NC(=O)c3ccco3)c2)cc1	-5.2	-6.6	-2.8	-1.3	5.5	2.1	-1.2	7.0
O=C(c1sccc1-c1ccccc1)N1CCN(S(=O)(=O)c2ccccc2F)CC1	19.1	0.0	17.9	-2.1	38.5	27.3	-0.4	31.2
Cc1cc(=O)oc2c3c(cc(OCC(=O)NC4CC4)c12)OC(C)(C)CC3	-9.3	0.3	-2.7	0.6	5.3	13.8	-1.6	7.4
Cc1ccn2c(=O)nc(SCc3cccc(C(F)(F)F)c3)nc2c1	6.3	6.7	14.3	2.3	31.4	3.8	1.2	17.3
O=C(N/N=C/c1coc2ccccc2c1=O)c1ccccc1Br	11.9	1.4	26.3	-0.7	25.8	24.0	-0.6	0.7
O=C(CNc1ccccc1)N/N=C/c1ccc2c(c1)OCO2	-15.9	-13.5	9.8	1.2	12.8	-2.4	0.3	21.3
CCn1c(=O)n(CCc2ccccc2)c(=O)c2c3c(sc21)CCCC3	9.5	-14.6	-15.8	4.2	3.5	36.4	0.6	-20.0
Cc1ccc(/C=C/C(=O)OCC(=O)N2CC(=O)Nc3ccccc32)o1	8.0	0.4	4.6	-3.8	15.0	-25.4	-1.9	9.0
CSC1=NCCN1C(=O)C(C)(C)Oc1ccc(Cl)cc1	18.4	-8.9	0.0	-3.8	10.7	9.0	-0.7	16.5
Cc1nnc(SCC(=O)Nc2ccccc2F)n1Cc1ccco1	12.8	8.4	-4.0	-0.6	-14.3	14.1	2.2	10.5
CCCc1cc(-c2ccc(O)c(OCC)c2)c(C#N)c(N)n1	-7.6	-9.8	4.3	4.6	29.4	8.2	-1.5	32.8
COc1ccc(NC(=O)CN2C(=O)COc3ccc(S(=O)(=O)N4CCOCC4)cc32)cc1Cl	2.4	1.7	-3.5	-5.4	7.6	30.5	-0.6	17.5
O=S(=O)(c1ccccc1)N1CCN(C(=S)Nc2ccccc2Cl)CC1	-12.5	-2.1	12.9	-4.9	23.0	10.3	-1.7	33.2
CCOc1ccccc1OCCCC(=O)N1CCN(S(=O)(=O)c2ccc(C)cc2)CC1	-17.4	-7.5	11.1	-1.7	22.7	10.8	-0.8	41.3*
COc1ccc(OC)c(NC(=O)CNC(=O)Cn2cnc3ccccc3c2=O)c1	0.0	-13.2	-17.5	-5.3	0.2	7.4	-1.2	-13.2

Screening data as filed in PubChem BioAssay.
